CHT inh: inhibits the human high affinity choline transporter; CHT-expressing cells, membrane potential dye, choline response; active compounds read low; hit rate 0.86% among 310,000; B-score at 10 µM; Q9GZV3;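 active means B-score over 3 SD under the library average, and starting fluorescence ratio not unusually high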;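 further: choline stimulus applied at its EC90 after an EC20 pre-addition; B-score computed on integrated fluorescence ratio after choline addition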
Target sequence (Q9GZV3 whole entry, looked up): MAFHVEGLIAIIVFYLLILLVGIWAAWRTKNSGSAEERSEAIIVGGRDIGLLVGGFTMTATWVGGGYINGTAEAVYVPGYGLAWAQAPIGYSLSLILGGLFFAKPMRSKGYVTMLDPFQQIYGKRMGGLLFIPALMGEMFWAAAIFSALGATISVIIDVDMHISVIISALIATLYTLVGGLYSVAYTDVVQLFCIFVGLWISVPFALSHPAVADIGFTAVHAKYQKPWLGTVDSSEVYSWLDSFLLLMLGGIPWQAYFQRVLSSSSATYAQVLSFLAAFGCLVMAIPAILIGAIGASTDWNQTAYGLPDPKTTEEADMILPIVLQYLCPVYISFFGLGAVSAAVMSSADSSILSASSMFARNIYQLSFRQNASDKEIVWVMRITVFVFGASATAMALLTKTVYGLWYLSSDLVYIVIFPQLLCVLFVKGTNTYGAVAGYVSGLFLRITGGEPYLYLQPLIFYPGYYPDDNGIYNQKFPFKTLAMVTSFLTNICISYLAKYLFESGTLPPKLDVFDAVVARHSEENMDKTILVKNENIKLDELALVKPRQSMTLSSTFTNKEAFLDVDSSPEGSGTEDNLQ
Kir21 inh: blocks the mouse Kir2.1 inward-rectifier potassium channel; B-score at 10 µM; HEK293-Kir2.1, FluxOR thallium flux fluorescence; active compounds read low; P35561; hit rate 0.85% among 310,000;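 active means fluorescence ratio B-score at or below minus 3 SD of library scores, with starting-brightness B-score within 2 SD, cut at about -4.2 in these data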;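 further: channel flux triggered by added potassium and thallium sulfate stimulus; B-score of peak minus minimum fluorescence over baseline after thallium stimulus; more negative B-score means stronger Kir2.1 block with less thallium influx; some compounds called inactive have numbers as strong as hits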
Target sequence (P35561 whole entry, looked up): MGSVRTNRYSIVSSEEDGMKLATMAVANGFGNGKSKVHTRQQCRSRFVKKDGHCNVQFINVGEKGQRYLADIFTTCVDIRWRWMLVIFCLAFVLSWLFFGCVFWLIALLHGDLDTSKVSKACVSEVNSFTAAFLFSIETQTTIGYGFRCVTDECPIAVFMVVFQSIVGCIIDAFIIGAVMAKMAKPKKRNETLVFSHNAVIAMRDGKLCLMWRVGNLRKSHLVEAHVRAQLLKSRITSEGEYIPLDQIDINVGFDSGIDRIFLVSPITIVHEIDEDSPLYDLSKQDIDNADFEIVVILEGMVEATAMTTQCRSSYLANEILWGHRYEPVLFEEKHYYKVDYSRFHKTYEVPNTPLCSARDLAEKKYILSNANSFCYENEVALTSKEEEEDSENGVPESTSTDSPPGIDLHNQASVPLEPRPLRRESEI
Starred values were filed as active, the others as inactive; i = inactive; · = not tested or not shown. No enrichment for hits; any-hit rate near 1.6%.

Values run as follows: Kir21 inh, CHT inh
CCC(=O)N1CCc2cc(S(=O)(=O)NCCC(=O)N3CCN(Cc4ccccc4)CC3)ccc21
    0.56, i
CCCN(CCC)CCCNc1ccc(C(=O)Nc2cccc(OC)c2)cc1[N+](=O)[O-]
    -0.91, i
CCOc1ccc(NC(=S)Nc2ccccc2C2CC2)cc1
    0.01, i
Cc1cccc(NC(=O)C2CCN(S(=O)(=O)c3ccc4c(c3)OCCO4)CC2)n1
    0.8, i
O=C(NCc1ccc2c3c(cccc13)C(=O)N2)c1cccs1
    -0.11, ·
CCO[C@H]1OC(C(=O)Nc2ccccc2)=C[C@@H](c2coc3ccccc3c2=O)[C@@H]1CCCO
    -0.4, i
O=C(CN1CCN(c2ccc([N+](=O)[O-])cc2)CC1)Nc1ccccn1
    0.74, i
CC(C)c1ccc(/C=N/NC(=O)CCNC(=O)c2ccccc2)cc1
    -0.56, i
CNC(=O)c1sc(N2N=C3/C(=C/c4ccccc4)CCCC3C2c2ccccc2)nc1C (stereo not given)
    -0.72, i
CN(CC(=O)Nc1ccccc1Cl)C(=O)COC(=O)c1cc([N+](=O)[O-])ccc1N1CCOCC1
    -2, i
COc1ccc(NC(=O)CSc2n[nH]c(C(C)C)n2)c([N+](=O)[O-])c1
    -0.55, i
CCC(=O)N(C)C(c1ccccc1Cl)c1nnnn1-c1c(C)cccc1C (stereo not given)
    0.36, i
O=C(COc1ccc([N+](=O)[O-])cc1)Nc1ccc2c(c1)nc1n2CCOC1
    1.2, i
COc1cc(NC(=O)c2cc(OC)c(OC)c(OC)c2)cc(-n2cnnn2)c1
    -0.71, i
Cn1nnnc1SCC(=O)Nc1ccccc1C(=O)NC1CC1
    2.2, i
C=CCn1c(CCNC(=O)c2cccs2)n[nH]c1=S
    -1.3, i
CC(=O)N1CCCc2cc(S(=O)(=O)CCC(=O)Nc3cccc(C)c3C)ccc21
    -1.2, i
O=C1c2ccccc2C(=O)N1CC(O)Cn1nnc2ccccc21 (stereo not given)
    1, i
CCn1c(SCC(=O)Nc2nccs2)nnc1-c1ccc(C)cc1
    -1.7, i
CSc1nc2sc(-c3ccccc3)cc2c(=O)n1N
    -0.55, i
COc1cccc(C(=O)NCCSc2c(C)[nH]c3ccccc23)c1OC
    -3.4, i
Cn1c(SCc2ccccc2Cl)nc2c1c(=O)[nH]c(=O)n2C
    1.1, i
O=[N+]([O-])c1cc2c(c(CSc3nnc(Nc4ccccc4)s3)c1)OCOC2
    0.24, i
CCN1C(=O)[C@H]2[C@@H](c3ccc(C)cc3)N3C(=O)N(c4ccccc4)C(=O)[C@@]3(C)[C@H]2C1=O
    -3, i
CCN(C(=O)CCNC(=O)Cn1cnc2ccccc2c1=O)c1cccc(Cl)c1
    0.09, i
Cc1cccc(C(C(=O)NC2CCCC2)N(Cc2cccnc2)C(=O)c2csnn2)c1 (stereo not given)
    0.43, i
CC(=O)N1CCSc2ccc(S(=O)(=O)NCc3ccccc3)cc21
    -1.9, i
CCN(CCn1cccn1)C(=O)c1cccc(OC2CCN(S(C)(=O)=O)CC2)c1
    -0.47, i
CCCCC(=O)Nc1ccc(C(=O)NNC(=O)c2cccs2)cc1
    2.5, i
N/C(=N\OC(=O)Nc1ccccc1)c1ncc(C(F)(F)F)cc1Cl
    0, i
CCOc1ccc(C(=O)N2CCN(c3ccccc3)CC2)cc1
    -1.3, i
CCOC(=O)N1CCN(CC(O)COc2cc(C)cc(C)c2)CC1 (stereo not given)
    1.2, i
Cc1cccc(N(CC(=O)N/N=C/c2ccc(OCC(=O)NCc3ccco3)cc2)S(C)(=O)=O)c1C
    0.2, i
CCOC(=O)Cc1csc(N/C(=N/S(=O)(=O)c2ccc(Cl)cc2)c2ccccc2)n1
    -0.32, i
CCC(C)C(=O)Nc1nnc(SCC(=O)NC(C)(C)C)s1 (stereo not given)
    -0.17, i
Cc1[nH]c(=O)[nH]c(=O)c1/C=N\NC(=O)CCc1ccc(OC(C)C)cc1
    1.4, i
CCN(CC)CC(O)CN1C(=O)NC(C)(C)C1=O (stereo not given)
    0.05, i
CCOC(=O)CCCNc1ccc([N+](=O)[O-])cc1[N+](=O)[O-]
    0.21, i
O=C(NCCCN1CCOCC1)C(=O)N/N=C/c1ccc(F)cc1
    -0.09, i
O=C(N/C(=C\c1ccc([N+](=O)[O-])cc1)C(=O)N1CCCCC1)c1ccco1
    -0.38, i
Cc1ccc(OCCn2cc(/C=C3\C(=O)NN(c4ccccc4)C3=O)c3ccccc32)cc1
    2.4, i
CCOC(=O)c1sc(NC(=S)NC(=O)c2ccccc2)c(C(=O)OCC)c1C
    1.9, i
COc1ccc(NC(=O)N2CCCCCC2)c(OC)c1
    -0.25, i
COC(=O)C(C)NC(=O)C12CC3CC(CC(C3)C1)C2 (stereo not given)
    1.5, i
O=C(CNC(=O)c1ccc(Cl)cc1Cl)OCC(=O)N1CCN(c2ccccc2)CC1
    1.3, i
Cc1ccc([C@@H]2CC=C(C(=O)O)CN2S(=O)(=O)c2ccccc2C)cc1
    ·, i
N#Cc1c(NC(=O)CSc2nc3ccccc3s2)sc2c1CCCC2
    0.55, i
CCOc1ccc(-c2nc(CSc3nnc(N)s3)cs2)cc1OC
    -0.39, i
CC1=NN(c2ccccc2)C(=O)C1N=Nc1ccc(S(N)(=O)=O)cc1 (stereo not given)
    -0.02, i
Cc1ccc(CNC(=O)CSc2c3c(nc4ccc(Cl)cc24)CCCC3)o1
    -1.2, i
CCN(C(=O)c1ccco1)c1nc(-c2ccc(OC)cc2)cs1
    0.07, i
O=C(Nc1cc2c(cc1Cl)OCCCO2)c1ccccc1
    -0.75, i
CCOC(=O)CSc1ccc(C(=O)N2CCN(C)CC2)cc1[N+](=O)[O-]
    -1.9, i
CCOC(=O)c1ccc(NC(=S)NNC(C)(C)C)cc1
    -0.31, i
COc1ccc(CN(CC2CCC(C(=O)O)CC2)C(=S)Nc2cc(Cl)ccc2OC)cc1 (stereo not given)
    0.57, i
Cn1ccsc1=NC(=O)c1ccccc1F
    1.2, i
COC(=O)CSc1nnc(Cc2cc(=O)[nH]c(=O)[nH]2)n1-c1cccc(OC)c1
    0.01, i
Clc1cc2c(cc1/C=N/Nc1nc(N3CCOCC3)nc(N3CCOCC3)n1)OCO2
    0.46, i
O=C(Nc1nnc(S(=O)(=O)N2CCCC2)s1)c1ccccc1Br
    -0.27, i
CC1CCN(c2c(NCC3CCC(C(=O)NCc4ccccc4Cl)CC3)c(=O)c2=O)CC1 (stereo not given)
    0.21, i

Pulled one by one from the list above (two):
Values run as follows: Kir21 inh, CHT inh
CCOC(=O)N1CCN(CC(O)COc2cc(C)cc(C)c2)CC1 (stereo not given)
    1.2, i
O=C(CNC(=O)c1ccc(Cl)cc1Cl)OCC(=O)N1CCN(c2ccccc2)CC1
    1.3, i

The listing continues.
Values run as follows: Kir21 inh, CHT inh
CCCCn1cnc2c(oc3nc4c(cc32)CCCC4)c1=O
    0.02, i
COc1cc(OC)c(NC2c3ccccc3C(=O)N2c2cc(C)ccn2)cc1Cl (stereo not given)
    -0.45, i
COc1cc(F)ccc1S(=O)(=O)n1c(C)nc2ccccc21
    -6.5*, i
O=C(NNC(=S)Nc1ccccc1)c1ccco1
    -0.03, i
Cc1ccc(S(=O)(=O)N2CCN(C(=O)N3CCOCC3)C2C(C)C)cc1 (stereo not given)
    0.89, i
Cc1cc(C)n(Cc2ccc(Cl)nc2)n1
    -0.5, i
Cc1nc(N2CCCCC2)c(C#N)c(C)c1[N+](=O)[O-]
    -0.63, i
Cn1c([N+](=O)[O-])cnc1COC(N)=O
    0.24, i
CS(=O)(=O)N(CC(=O)NCc1ccco1)c1ccccc1Cl
    1.2, i
O=c1cc(N2CCCCC2)nc2n1CCCS2
    -0.04, i
O=C(O)CN1C(=O)C(=O)N(Cc2ccc(Cl)cc2Cl)C1=O
    -0.74, i
Cc1nnsc1NC(=O)OCc1ccc(C(F)(F)F)cc1
    -0.04, i
CCN1C(=O)C(CC(=O)Nc2ccc(OC)cc2)N(CCN2CCOCC2)C1=S (stereo not given)
    0.32, i
COc1ccc(CNC(=O)c2cc3ccccc3o2)cc1OC
    1.2, i
COc1ccc(CCNC(=O)COc2cc(C)cc3oc(=O)cc(C)c23)cc1OC
    1.5, i
CCCCCCNC(=O)CCCCCNS(=O)(=O)c1ccc(Br)cc1
    -0.82, i
COc1ccc(S(=O)(=O)n2ccc(-c3ccc(OCCN(C)c4ccccn4)cc3)n2)cc1
    0.34, i
COc1cccc(NC(=O)n2nc(N)cc2-c2ccc(Cl)cc2)c1
    -0.05, i
Cc1ccc(S(=O)(=O)N(C)CC(=O)OCc2nnc(-c3ccccc3)o2)cc1
    -0.9, i
O=C(c1ccc(Cl)cc1)C1CCCN(Cc2cccn2-c2cccnc2)C1 (stereo not given)
    -2.8, i
CC(Oc1cccc(Cl)c1)C(=O)NCCCCc1ccccc1 (stereo not given)
    -5.5*, i
Cc1ccc(/C=C/C(=O)O)cc1S(=O)(=O)NCCCO
    -1.8, i
O=C(CN1C2CCC1CC(NC(=O)Nc1ccccc1)C2)NCc1ccco1 (stereo not given)
    0.31, i
CC(C)OP(=O)(OC(C)C)C(C)NC(=O)Cc1ccccc1 (stereo not given)
    0, i
O=C(Nc1ccccc1Br)c1cc[n+]([O-])cc1
    -0.73, i
CCN(CC)c1ccc(/C=C(/C#N)c2nc3ccccc3[nH]2)c(OC(C)C)c1
    -7.9, i
Cc1cc(NC(=O)CSc2nc3ccccc3n2CCC#N)no1
    0.41, i
O=C(CSc1nc2cc3c(cc2c(=O)n1CCC1=CCCCC1)OCO3)NCc1ccco1
    0.34, i
CCCS(=O)(=O)N1CCCC(C(=O)NCCCOCC)C1 (stereo not given)
    0.86, i
CC(C)[C@H](NC(N)=O)C(=O)NCCc1ccc(Cl)cc1
    1.5, i

Sorted by length of the SMILES (highest first): some entries from above
Values run as follows: Kir21 inh, CHT inh
CC(C)[C@H](NC(N)=O)C(=O)NCCc1ccc(Cl)cc1
    1.5, i
CS(=O)(=O)N(CC(=O)NCc1ccco1)c1ccccc1Cl
    1.2, i
Cc1nnsc1NC(=O)OCc1ccc(C(F)(F)F)cc1
    -0.04, i
Cc1cc(C)n(Cc2ccc(Cl)nc2)n1
    -0.5, i

Continued:
Values run as follows: Kir21 inh, CHT inh
CC1CCN(C(=O)c2ccc(COc3ccccc3Cl)o2)CC1
    -0.16, i
CC(C)CCNC(=O)c1ccc2c(SCC(=O)O)c3c(nc2c1)CCC3
    0.84, i
CC(C)Oc1ccc(C(=O)/C=C2/C(=O)Nc3ccccc32)cc1
    -0.01, i
O=c1[nH]c2ccccc2cc1CN(Cc1ccco1)S(=O)(=O)c1ccccc1
    -0.33, i
Cc1ccc(SCC(=O)NC(=O)Nc2ccc3c(c2)OCCO3)c(C)c1
    -0.03, i
CC(=O)Nc1c(O)c2cccc3c2n(c1=O)CCC3
    2.5, i
CCOC(=O)C1=C(CNC(C)(C)CC(C)(C)C)NC(=O)NC1c1cccc([N+](=O)[O-])c1 (stereo not given)
    0.2, i
Cn1c(SCC(=O)Nc2ccc3c(c2)oc2ccccc23)nnc1-c1ccccc1
    -0.03, i
CCn1c(O)c(/C=C2\C=Nc3ccccc32)sc1=Nc1ccc(C)cc1
    -0.28, i
Cc1ccc(-n2nc3c(c2NC(=O)c2ccco2)CS(=O)C3)c(C)c1 (stereo not given)
    0.75, i
O=C(COc1ccc(S(=O)(=O)N2CCOCC2)cc1Cl)NCc1ccco1
    -0.38, i
Cc1c([N+](=O)[O-])c([N+](=O)[O-])nn1CC(=O)NCc1cccnc1
    -1.4, i
CC(NC(=O)C(C)N1C(=O)c2ccccc2C1=O)c1ccccc1 (stereo not given)
    -1.2, i
O=C(O)COc1ccc(NC(=O)c2cccs2)cc1
    -0.32, i
O=C(c1cc(C2CC2)on1)N1CCCC(N2CCN(c3cccc(C(F)(F)F)c3)CC2)C1 (stereo not given)
    0.49, i
Cc1cccc(CSc2nnc(NC(=O)c3ccco3)s2)c1
    -0.89, i
CN(CC(=O)Nc1ccccc1Cl)C(=O)c1ccc(COc2ccccc2)cc1
    0.01, i
CSc1ccc(C#N)cc1NC(=O)c1ccc(Cl)cc1Cl
    -0.77, i
C=CCN(CC=C)c1cnn(-c2nc3ccccc3[nH]2)c(=O)c1Cl
    -0.04, i
COc1ccc(S(=O)(=O)Nc2ccccc2C(=O)NC(C)C)cc1OC
    -0.07, i
CC(C)CCNc1nnnc2c1sc1nc(N3CCOCC3)c3c(c12)CC(C)(C)SC3
    0.22, i
CCOC(=O)Nc1ccc2ncn(C)c(=O)c2c1
    0.41, i
Cc1ccc(C)c(NC(=O)CN(C)C(=O)[C@@H](NC(N)=O)C(C)C)c1
    0.44, i
COc1ccc2[nH]c(C(=O)N(Cc3ccccn3)Cc3ccccn3)cc2c1
    2.1, i
CCN(Cc1ccccc1)C(=O)Cn1cnc2c1c(=O)n(C)c(=O)n2C
    0.95, i
CC(C)OC(=O)CSc1nc(-c2ccc(F)cc2)nc2ccc(F)cc12
    0.13, i
O=C(Nc1ccc(Cl)cc1)Nc1nnc(SCc2ccc(Cl)cc2)s1
    1.8, i
O=C1Nc2ccc(Br)cc2/C1=C/C(=O)c1ccc2c(c1)OCO2
    0.93, i
CCN(CC)CCCNC(=O)c1cn(CC)c2ccc(S(=O)(=O)N(C)C3CCCCC3)cc2c1=O
    0, -5.7*
CC1CN(c2ccc(NC(=S)NNCCC#N)cc2)CC(C)O1 (stereo not given)
    -0.13, i

High-throughput results from PubChem.
